# Source: PubChem (National Center for Advancing Translational Sciences (NCATS))
# ERK AVP inh = inhibitors of vasopressin-stimulated ERK signaling pathway; HEK293-V1b, vasopressin-stimulated pERK AlphaScreen; Potency, µM (series often up to 57.5 µM), inactives show top-dose activity, negative = inhibition, actives largely listed as inhibitors; 72,000 tested, 0.99% active; further: potency means the concentration at half of the fitted maximal effect; on the % scale 0 is the no-effect control and ±100 the full control effect; nearly all actives have a fitted effect of over 55% in size
#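 HEK293 cells stably expressing V1b receptor, preincubated 30 min at 37 °C with compound, then stimulated 5 min with 25 nM vasopressin. Phospho-ERK by AlphaScreen SureFire after 5 h RT; normalized to DMSO and vasopressin; AC50 by Hill fit.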
# ALOX15 inhib = 15-hLO (ALOX15) enzyme inhibition | 74,000 tested, 1.4% active | Potency, µM (highest dose often 57.1 µM), inactives show at the top dose activity change, negative = inhibition, usual class: inhibitors | AID 887 | purified 15hLO-1, xylenol orange hydroperoxide absorbance | P16050; further: potency means the concentration at half of the fitted maximal effect; on the % scale 0 is the no-effect control and ±100 the full control effect; nearly all actives have a fitted effect of over 55% in size
# Target sequence (P16050 whole entry, looked up): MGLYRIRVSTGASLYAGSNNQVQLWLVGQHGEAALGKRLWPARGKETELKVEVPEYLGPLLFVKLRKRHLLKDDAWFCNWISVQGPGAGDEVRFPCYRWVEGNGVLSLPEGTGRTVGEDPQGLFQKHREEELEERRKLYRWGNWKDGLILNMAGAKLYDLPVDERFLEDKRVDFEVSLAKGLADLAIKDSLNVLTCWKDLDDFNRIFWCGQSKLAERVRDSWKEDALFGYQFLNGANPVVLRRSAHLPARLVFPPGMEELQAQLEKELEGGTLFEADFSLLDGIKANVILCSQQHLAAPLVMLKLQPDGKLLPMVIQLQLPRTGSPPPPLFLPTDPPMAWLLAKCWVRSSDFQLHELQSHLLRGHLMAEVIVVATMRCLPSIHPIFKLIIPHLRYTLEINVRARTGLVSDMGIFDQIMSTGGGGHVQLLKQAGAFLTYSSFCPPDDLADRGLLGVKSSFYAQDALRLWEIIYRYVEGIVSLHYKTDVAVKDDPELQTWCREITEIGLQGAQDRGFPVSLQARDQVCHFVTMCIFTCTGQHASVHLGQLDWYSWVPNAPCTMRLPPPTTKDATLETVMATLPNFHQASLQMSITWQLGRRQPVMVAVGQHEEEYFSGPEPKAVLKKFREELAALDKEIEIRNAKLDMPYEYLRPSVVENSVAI
#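 Readout: Fe(III)-xylenol orange absorbance, 573-to-405 nm ratio as reaction progress. Enzyme 40 nM purified human 15hLO-1, substrate 50 uM arachidonic acid, 6 min RT after 15 min compound preincubation; Hepes pH 7.5 buffer with Triton X-100.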
# DNA Pol III inh = blocks replication by bacterial DNA polymerase III holoenzyme | Potency, µM (titrated, usually from 57.1 µM), inactives show at the top dose activity change, negative = inhibition | AID 603 | reconstituted DNA polymerase III holoenzyme replication, biochemical | 71,000 tested, 0.25% active; further: potency means the concentration at half of the fitted maximal effect; on the % scale 0 is the no-effect control and ±100 the full control effect
#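 Reconstituted *E. coli* holoenzyme (0.35 nM Pol III, 1 nM beta, 154 nM SSB, 2 nM primase) was preincubated with compound for 15 min at RT. Synthesis on 1.4 nM ssM13Gori ran 35 min, then was stopped with PicoGreen/EDTA and read as dsDNA fluorescence.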
# HBB splicing = modulators of hemoglobin beta chain splicing. HBB splicing reporter cell assay, activation; EGFP reporter with mutant IVS2-654 intron; response scale: normalised to 500 nM splice-correcting PNA. 65,000 tested, 0.06% active. Potency, µM (doses to about 46.1 µM), without a hit: top-dose activation, actives largely listed as activators; further: potency means the concentration at half of the fitted maximal effect; 0% is about no effect
#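 Compounds were applied for 2 days to HeLa EGFP-654 cells, 500/well in Optimem with 2% FCS. The reporter's EGFP is disrupted by mis-splicing of beta-globin intron IVS2-654. Readout: summed well GFP fluorescence from 488 nm laser scanning; reference was 500 nM antisense […] 654 PNA.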
# HADH2 inhib = HADH2 (human) dehydrogenase inhibition | AID 886 | Q99714 | Potency, µM (series often up to 57.1 µM), without a hit: top-dose activity change, negative = inhibition, actives largely listed as inhibitors | recombinant HADH2, NADH fluorescence, beta-hydroxybutyryl-CoA | 73,000 tested, 3.4% active; further: potency means the concentration at half of the fitted maximal effect; on the % scale 0 is the no-effect control and ±100 the full control effect; nearly all actives have a fitted effect of over 60% in size; many of its hits are not listed in these tables
# Target sequence (Q99714 whole entry, looked up, one chain of several): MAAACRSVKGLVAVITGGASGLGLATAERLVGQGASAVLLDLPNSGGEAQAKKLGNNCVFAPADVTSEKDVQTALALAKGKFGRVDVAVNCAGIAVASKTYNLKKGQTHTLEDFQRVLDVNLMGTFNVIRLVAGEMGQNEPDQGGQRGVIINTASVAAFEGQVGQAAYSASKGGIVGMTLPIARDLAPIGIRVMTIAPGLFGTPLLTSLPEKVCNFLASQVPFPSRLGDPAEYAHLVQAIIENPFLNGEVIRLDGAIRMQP
#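 His-tagged recombinant enzyme from E. coli, 20 nM, preincubated 15 min RT with compound; reaction started with 1 mM NAD+ and 90 uM beta-hydroxybutyryl-CoA in 100 mM Tris-HCl pH 9.0. NADH fluorescence (ex 360/em 450) read over 4 min; last-minus-first difference.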
# Tau filament bind = binds recombinant human tau filaments | P10636 | recombinant tau filaments, thioflavin S fluorescence, 15 h; filaments grown with octadecylsulfate alongside compound | Potency, µM (titrated, usually from 57.1 µM), for the others: at the top dose activity change, negative = inhibition | 71,000 tested, 2% active | AID 596;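 further: potency means the concentration at half of the fitted maximal effect; on the % scale 0 is the no-effect control and ±100 the full control effect; actives lower thioflavin S fluorescence by blocking filaments or displacing dye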
#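 His-tagged recombinant human tau (exons 2, 3 and 10 included), 1 uM, was induced to fibrillize by 30 uM sodium octadecylsulfate with compound present. After 15 h at 37 C, thioflavine S fluorescence (ex 450, em 510 nm) was read.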
# Luciferase inh = inhibitors of firefly luciferase | AID 411 | P08659 | purified firefly luciferase, luminescence, 8 min | Potency, µM (titrated, usually from 57.1 µM), inactives show at the top dose activity change, negative = inhibition, hits mostly inhibitors | 72,000 tested, 2.2% active; further: potency means the concentration at half of the fitted maximal effect; on the % scale 0 is the no-effect control and ±100 the full control effect; nearly all actives have a fitted effect of over 40% in size
#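 Titration-based qHTS; buffer 50 mM imidazole pH 7.2, 50 mM KCl, 7 mM MgCl2, 10 uM ATP, 0.01% Tween 20, 0.05% BSA; luciferase/luciferin detector mix added after compound; 8 min, ambient; luminescence.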
# CRE Fsk mod = CRE-bla signaling modulation under forskolin stimulation. CHO CRE-bla reporter (cAMP response element driving beta-lactamase), forskolin EC10, beta-lactamase ratio. Potency, µM (highest dose often 38.2 µM), without a hit: at the top dose activity change, negative = inhibition, usual class: activators. 71,000 tested, 2.5% active; active means well fitted activation curve with a large enough effect in the signal ratio, with a control signal flat, not every such curve was filed as active; inconclusive means small, poorly fitted or top-dose-only effect, or effect the other way, or a change in a side signal; the % refers to the signal ratio; further: potency means the concentration at half of the fitted maximal effect; % of control where 0% means no effect
#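 Using CellSensor CRE-bla CHO cells in Opti-MEM with 0.5% dialyzed FBS, compounds were titrated with EC10 NKH 477 for 3 h at 37 °C. CCF4 ratio (460/530 nm) gave %Activity; AC50 derived.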
# Ub-GFP proteasome = ubiquitin-GFP accumulation via proteasome inhibition. Ubiquitin-GFP reporter cells, proteasome inhibition, GFP fluorescence; response scale: untreated = 0%, 10 µM MG-132 = 100%. Potency, µM (top dose mostly 45.9 µM), without a hit: at the top dose activation (GFP accumulation), hits mostly activators. 67,000 tested, under 10 active. AID 526; active means well fitted activation curve with a large enough effect, not every such curve was filed as active; inconclusive means small, poorly fitted or top-dose-only effect, or another doubt; inactive means no such curve, though single readings can be large or run the other way; further: potency means the concentration at half of the fitted maximal effect
#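 Reporter cells (U2OS, ubiquitin-G76V-GFP fusion) are plated overnight, then treated 4 hr at 37 °C with compound titrations from 46 uM down to 2.9 nM. Activity is scaled against untreated cells and 10 uM MG-132.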
# Epigenetic mod = epigenetic GFP locus derepression in mouse cells; mouse C127i GFP locus derepression, cytometry, 30 h; Potency, µM (highest dose often 46.1 µM), for inactives: at the top dose GFP derepression (activation); 68,000 tested, 0.09% active; further: % of control where 0% means no effect
#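 Read-out is the number of GFP-positive cells, scored as fluorescent objects 20 to 120 um wide, reflecting derepression of a silenced CMV-GFP reporter in murine C127i cells after 30 h compound exposure at 37 C.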
# Hsp90 Hop PPI = changes Hsp90-Hop TPR2A binding signal, up or down. AlphaScreen TPR2A-His6 binding biotin-Hsp90 C-terminal peptide. Potency, µM (titrated, usually from 57 µM), for the others: at the highest dose activity change, negative = inhibition. 71,000 tested, 0.44% active; active means well fitted curve in either direction with a large enough effect; inconclusive means small, poorly fitted or top-dose-only effect, or another doubt; further: potency means the concentration at half of the fitted maximal effect; on the % scale 0 is the no-effect control and ±100 the full control effect; many of its hits are not listed in these tables
# Active calls of the source: *; ? = inconclusive; nt = no result given; [ ] = dose if it differs, or a comment. Unless noted, the call rests on the fitted dose curve; in most records, active means well fitted curve in the direction sought with a large enough effect; inconclusive means small, poorly fitted or top-dose-only effect, or another doubt; inactive means no such curve, though single readings can be large; an effect the other way counts as inactive or inconclusive. The list is partial; count on the stated rates, not on these rows.
# Value order – ERK AVP inh	ALOX15 inhib	DNA Pol III inh	HBB splicing	HADH2 inhib	Tau filament bind	Luciferase inh	CRE Fsk mod	Ub-GFP proteasome	Epigenetic mod	Hsp90 Hop PPI
1) O=C(CSc1nc(O)cc(=O)n1-c1ccccc1)N1CCCCC1
→ -8%	11%	-8%	1.2%	-24%	-5%	1%	-5%	5%	0%	2%
2) Cc1ccccc1N(CC(=O)Nc1ccccc1C(=O)O)S(C)(=O)=O
→ -6%	3%	-2%	1.1%	-6%	11%	-4%	-1%	4%	0%	0%
3) c1ccc(Oc2ccc(-n3cnnn3)cc2)cc1
→ -15%	-2%	-2%	-1.0%	-4%	-3%	3%	9%	?	-2%	-3%
4) O=C(COc1ccccc1)Nc1nc(-c2ccc(S(=O)(=O)N3CCOCC3)cc2)cs1
→ ?	-9%	-5%	-3.8%[57.5 µM]	?	56%	-4%	10%	-2%	0%	-11%
5) Cc1ccc(S(=O)(=O)N(Cc2nccn2C)C(C)C)cc1
→ 0%	1%	-1%	-2.2%	4%	-3%	1%	?	10%	3%	-5%
6) Cc1ccc(CCNC(=O)C2CCC(=O)N2C2CCCC2)cc1 (centres undefined)
→ 4%	4%	-5%	-0.4%	-3%	6%	2%	-10%	14%	7%	-1%
7) O=S(=O)(N1CCOCC1)N1CCCN(S(=O)(=O)N2CCOCC2)CC1
→ -10%	7%	-4%	1.1%	-2%	4%	-1%	-4%	-3%	2%	0%
8) Cc1cc(C)c2c(N=CN(C)C)c(C(=O)N3CCN(c4ncccn4)CC3)sc2n1
→ -6%	8%	-4%	0.0%[57.5 µM]	-7%	3%	6%	24%	-1%	0%	-4%
9) COc1cc2c(cc1OC)C(c1ccc3c(c1)OCO3)C1=C(CC(C)(C)CC1=O)N2 (centres undefined)
→ 10%	?	2%	-0.9%	-6%	106%	0%	?	-7%	0%	-3%
10) CCOC(=O)N1CCC(c2cc(=O)n3[nH]c(C)c(-c4ccc(F)cc4)c3n2)CC1
→ -25%	24%	-7%	-0.5%	-30%	-17%	-1%	0%	5%	2%	-1%
11) Cn1c(SCC(=O)NCc2ccco2)nnc1-c1ccc(S(=O)(=O)N2CCOCC2)cc1
→ -14%	-2%	-11%	0.1%[57.5 µM]	-7%	1%	4%	-5%	2%	-4%	-1%
12) COC(=O)C1=CNC=C(C(=O)OC)C1c1ccccc1Cl
→ 4%	-5%	-4%	-4.8%	25µM*	-8%	2%	10µM*	-1%	6%	12%
13) CCN(CC)C(=O)c1sc(NC(=O)c2ccoc2C)c(C(=O)OC)c1C
→ -22%	-11%	2%	-1.1%[9.22 µM]	?	124%	-4%	?	-1%	2%	-3%
14) COc1ccc(C(c2sc3nc(C)nn3c2O)N2CCCCC2)cc1 (centres undefined)
→ nt	-14%	-6%	-0.5%	11%	3%	-4%	-7%	7%	nt	1%
15) CC1(C)Cc2noc(N)c2C(C)(C)N1OC(=O)c1ccccc1
→ 0%	7%	-3%	-0.9%	1%	1%	1%	3%	-2%	5%	-3%

# Reprinted from the part before: five entries, then new ones.
# Value order – ERK AVP inh	ALOX15 inhib	DNA Pol III inh	HBB splicing	HADH2 inhib	Tau filament bind	Luciferase inh	CRE Fsk mod	Ub-GFP proteasome	Epigenetic mod	Hsp90 Hop PPI
11) Cn1c(SCC(=O)NCc2ccco2)nnc1-c1ccc(S(=O)(=O)N2CCOCC2)cc1
→ -14%	-2%	-11%	0.1%[57.5 µM]	-7%	1%	4%	-5%	2%	-4%	-1%
12) COC(=O)C1=CNC=C(C(=O)OC)C1c1ccccc1Cl
→ 4%	-5%	-4%	-4.8%	25µM*	-8%	2%	10µM*	-1%	6%	12%
13) CCN(CC)C(=O)c1sc(NC(=O)c2ccoc2C)c(C(=O)OC)c1C
→ -22%	-11%	2%	-1.1%[9.22 µM]	?	124%	-4%	?	-1%	2%	-3%
14) COc1ccc(C(c2sc3nc(C)nn3c2O)N2CCCCC2)cc1 (centres undefined)
→ nt	-14%	-6%	-0.5%	11%	3%	-4%	-7%	7%	nt	1%
15) CC1(C)Cc2noc(N)c2C(C)(C)N1OC(=O)c1ccccc1
→ 0%	7%	-3%	-0.9%	1%	1%	1%	3%	-2%	5%	-3%
16) Cc1ccc(S(=O)(=O)Cn2nnnc2C(c2ccc(F)cc2)N2CCC(C(N)=O)CC2)cc1 (centres undefined)
→ 1%	6%	-5%	nt	8%	8%	2%	-5%	1%	3%	-4%
17) COc1ccc(-c2nnc(SCc3ccccc3)n2N)cc1
→ 1%	-9%	-14%	-1.3%	-16%	47%	-2%	-8%	0%	0%	-7%
18) COc1ccc(CCNC(=O)c2cc(-c3ccccc3)on2)cc1OC
→ -18%	-9%	-9%	-0.5%	9%	15%	-1%	?	8%	0%	-2%
19) CCCc1cc(=O)[nH]c(Nc2ccc(N3CCCCC3)cc2)n1
→ ?	-15%	-3%	3.6%	-6%	25µM*	2%	10%	-2%	3%	-24%
20) Cc1o[nH]c(=O)c1CC[C@H](N)C(=O)O
→ 4%	?	-4%	nt	12%	?	-2%	-3%	0%	4%	1%
21) COc1ccc(OC)c(C2/C(=C(\O)c3c(C)nc4ccccn34)C(=O)C(=O)N2CCCN(C)C)c1 (centres undefined)
→ -3%	7%	-4%	5.9%[0.369 µM]	-3%	2%	-2%	4µM*	nt	-2%	-4%
22) CC1(C)C(=O)C2(CCCC2)C(=O)OC1c1ccco1 (centres undefined)
→ -3%	1%	-1%	0.0%	-12%	-2%	0%	0%	0%	0%	-2%
23) CCCn1cnc2c(c1=O)c1nc3ccccc3nc1n2Cc1ccccc1OC
→ -12%	-2%	0%	0.7%[0.369 µM]	8%	-18%	3%	10%	nt	0%	0%
24) CCOC(=O)N1CCC(NC(=O)CCc2cn(C)c3ccccc23)CC1
→ -2%	0%	1%	0.4%[57.5 µM]	204%[activator]	6%	2%	0%	1%	4%	-3%
25) COc1cccc(C2CC(c3ccccc3OC)n3ncnc3N2)c1 (centres undefined)
→ 3%	3%	-5%	0.4%	7%	-5%	1%	15%	-3%	nt	-1%[2.3 µM]
26) CCOC(=O)c1cc2c(ccn2C)n1CC(=O)N1CCN(c2ccccc2OC)CC1
→ -25%	-9%	-6%	-4.2%	-8%	2%	-1%	-28%	2%	0%	-20%
27) Cc1ccc(C2=NCCNC2=O)c(C)c1
→ 0%	-2%	0%	1.8%[57.5 µM]	0%	3%	3%	13%	-2%	0%	1%
28) CCC(Sc1nc2ccccc2c(=O)n1CC1CCCO1)C(=O)NCc1cccnc1 (centres undefined)
→ 1%	6%	-8%	4.9%	14%	-1%	2%	-10%	7%	-3%	2%
29) O=C(c1cnccn1)N1CCC2(CCCN(C(c3ccccc3)c3ccccc3)C2)CC1
→ 40µM*	-1%	2%	-1.3%	10%	-1%	0%[11.4 µM]	?	-1%	4%[9.22 µM]	-15%
30) O=c1cc(O)cc(/C=C\c2ccc(O)c(O)c2)o1
→ ?	0.79µM*	6.3µM*	3.3%	0.25µM*	1%	-22%	-5%	7%	0%	13µM*
31) O=C(c1ccco1)N1CCC2(CCCN(C(c3ccccc3)c3ccccc3)C2)CC1
→ -22%	-11%	-7%	0.1%	2%	37%	0%[11.4 µM]	13%	1%	-2%[9.22 µM]	-23%
32) CC(C)(C)NC(=O)NC(=O)Cn1cc(C(F)(F)F)ccc1=O
→ -20%	3%	-1%	0.1%[57.5 µM]	0%	-3%	3%	?	-2%	0%	-2%
33) O=C(NCCO)c1ccc(-c2nnc(N3CCOCC3)c3ccccc23)cc1
→ -16%	6%	-1%	2.2%	-4%	11%	-2%	8%	-15%	2%	1%
